From PubChem BioAssay
LGR2 antag: Drosophila LGR2 receptor signaling inhibition; actives 0.35% (n = 380,000); HEK293 LGR2, CRE-luciferase, bursicon-stimulated, 4 h; inhibition, % at 9.99 µM;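 active = drop in luminescence signal, shown as inhibition above about 50% in the replicate tests, limit read from the data, passing the limit was not always enough; inconclusive = probably only some replicates passing the limit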;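 note: agonist challenge used bursicon conditioned medium at about half maximal strength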
PGC1a acetyl inh: modulators of PGC1a acetylation | inhibition, % at 15.6 µM | actives 0.17% (n = 350,000) | U2OS PGC1a acetylation, AlphaScreen anti-acetyl-lysine; with virally co-expressed GCN5 acetyltransferase | AID 651687;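 active = every replicate shows inhibition of at least 40%; inconclusive = mean inhibition at least 40% but some replicate below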;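 note: 0% = neutral control wells and 100% = positive control wells; some results beyond the cut were filed as inactive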
FN deposit inh: fibronectin deposition inhibition. AH1F fibroblasts, Alexa488-fibronectin deposition fluorescence, overnight. inhibition, % at 12.6 µM. actives 0.086% (n = 350,000). AID 743247;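 active = mean inhibition across replicates of 30% or more, regardless of how many single replicates reach that level; inconclusive = mean under 30% yet at least half of replicates reach 30%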;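 note: positive control wells lacked labelled fibronectin entirely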
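Measured by – fluorescence 485/525 nm · System – AH1F fibroblast monolayer, labelled fibronectin deposition · Amount – 10000 cells per well · Buffer or medium – serum-reduced DMEM (2% serum) · Doses – single dose, pinned · Also added – fluorescent fibronectin at 24 nM final · Schedule – 1 h cell attachment, overnight exposure to compound and label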
PAX8 reporter: PAX8 transcriptional activity inhibition | actives 1.2% (n = 360,000) | RMG-I TPO-luciferase reporter, SteadyGlo, 24 h | inhibition, % at 12.6 µM;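 active = mean replicate inhibition at least 60% with every replicate also reaching 60%; inconclusive = only one of the two criteria is met; inactive = mean below 60% and not all replicates reaching 60%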;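 note: luciferase light reporting Pax8 driven TPO promoter activity; plate controls were median of neutral control wells for no effect and mitoxantrone controls for full effect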
EWS-Fli block: blocks EWS/Fli oncoprotein-driven transcription; A673 NR0B1-luciferase reporter, viability-normalised; inhibition, % at 12.6 µM; actives 0.67% (n = 350,000);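 active = mean inhibition of at least 50% after viability correction, with every replicate also passing that limit; inconclusive = mean reaches 50% but only one of two replicates passes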;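 note: firefly luciferase signal divided by Alamar Blue viability fluorescence both relative to DMSO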
Casp6 inh: inhibitors of human caspase-6 | purified caspase-6, Z-VEID-R110 cleavage fluorescence | P55212 | actives 0.53% (n = 350,000) | AID 686996 | inhibition, % at 12.5 µM;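 active = mean inhibition across replicates at least about 35%, with every replicate also reaching that limit, limit read from the data; inconclusive = only one of the two criteria met; inactive = neither criterion met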;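 note: 0% = median of neutral control wells and 100% = no fluorescence left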
Target sequence (P55212 24-179 limits assumed): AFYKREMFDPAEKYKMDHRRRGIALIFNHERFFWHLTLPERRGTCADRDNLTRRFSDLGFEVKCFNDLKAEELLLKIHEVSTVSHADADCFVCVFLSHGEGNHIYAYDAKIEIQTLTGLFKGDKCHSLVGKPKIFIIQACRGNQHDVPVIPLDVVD
Target sequence (P55212 194-293 limits assumed): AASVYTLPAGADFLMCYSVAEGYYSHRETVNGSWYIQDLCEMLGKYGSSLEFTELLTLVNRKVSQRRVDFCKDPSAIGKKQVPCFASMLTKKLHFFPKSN
Cneo AK release: Cryptococcus neoformans lysis via adenylate kinase release; C. neoformans lysis, adenylate kinase release luminescence, 4 h; normalised: neutral wells 0, clomiphene wells 100; lysis activity, % at 15 µM; actives 0.2% (n = 360,000); AID 651654;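 active = mean lysis activity across replicates of at least 80%, whatever share of replicates individually reach that level; inactive = mean lysis activity below 80%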
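Test system: log-phase Cryptococcus neoformans yeast cells. Input: 5 × 10^6 yeast cells/mL. Medium: fresh YPD growth medium. Doses: single dose. Incubation: static 4 h at 37 °C with compound, 1 h detection. Measured by: luminescent adenylate kinase detection reagent. Read-out: signal increase indicating cell lysis. Benchmarks: Clomiphene.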
miR122 inh: miR-122 inhibition in Huh7 cells. Huh7 miR-122 Renilla luciferase sensor, 48 h; neutral wells = 0, positive control = 100. activation (reporter increase), % at 12.5 µM. actives 0.3% (n = 340,000). AID 602342;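 active = mean replicate activation score at least 90 and every replicate individually at or above 90; inconclusive = only one of the two criteria met; inactive = neither criterion met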;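 note: higher luciferase means less miR-122 activity so hits act as miR-122 inhibitors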
* hit, by the source's call; ? = inconclusive; · = no result given; & = joins results of further samples; [ ] = remark or other dose.

Start of the data: the first 2 records, ahead of the listing:
SMILES	LGR2 antag	PGC1a acetyl inh	FN deposit inh	PAX8 reporter	EWS-Fli block	Casp6 inh	Cneo AK release	miR122 inh
CC1=C(C(=O)OC2CCCCC2)C(c2ccc(N(C)C)cc2)NC(=O)N1 (configuration not stated)	-2.4	0.1	5.5	2.4	9.1	-6.2	4.3	-6.2
FC(F)(F)c1cccc(N2CCCCC2)c1	-0.5	2.4	-9.3	7.9	-12.1	-1.2	-1.4	1.8

Results, from the start:
SMILES	LGR2 antag	PGC1a acetyl inh	FN deposit inh	PAX8 reporter	EWS-Fli block	Casp6 inh	Cneo AK release	miR122 inh
CC1=C(C(=O)OC2CCCCC2)C(c2ccc(N(C)C)cc2)NC(=O)N1 (configuration not stated)	-2.4	0.1	5.5	2.4	9.1	-6.2	4.3	-6.2
FC(F)(F)c1cccc(N2CCCCC2)c1	-0.5	2.4	-9.3	7.9	-12.1	-1.2	-1.4	1.8
CO[C@H]1CN(C)C(=O)c2cc(NS(=O)(=O)c3cccc(F)c3)ccc2OC[C@@H](C)NC[C@H]1C	-13.1	12.9	-8.8	3.6	-1.6	·	·	·
CC1(C)CC(=O)C(C2=NC3(CCCCCC3)Cc3ccccc32)=C(O)C1	14.0	·	0.7	-4.0	6.1	2.0	·	·
COc1cccc(S(=O)(=O)N[C@@H]2C=C[C@@H](CC(=O)NCc3ccncc3)O[C@@H]2CO)c1	-5.0	-30.7	1.3	-0.6	-2.3	0.1	-0.9	·
CC(C)NC(=O)Nc1ccc2c(c1)C(=O)N([C@H](C)CO)C[C@@H](C)[C@H](CN(C)C(=O)Nc1ccc3c(c1)OCO3)OCCCC[C@@H](C)O2	8.1	1.8	-0.5	9.4	-10.6	-2.8	-0.1	-3.7[16.7 µM]
CCN1CCCC1CNC(=O)c1ccc2c(c1)NC(=O)/C(=C\c1ccc(OC)c(OC)c1)S2 (configuration not stated)	-13.4	·	17.4	10.3	·	-67.6	0.5	-15.3
C[C@@H]1CN([C@@H](C)CO)C(=O)c2cccc(NC(=O)Nc3cccc4ccccc34)c2O[C@H]1CN(C)S(=O)(=O)c1cccs1	·	-7.5	·	·	-0.2	0.2	-3.1	0.7[16.7 µM]
O=C(Nc1cccc(-c2cn3c(n2)SCC3)c1)c1ccc(Br)o1	14.1	9.5	-10.1	-4.0	7.9	0.6	·	·
COc1ccc(CN2C[C@@H](C)[C@H](OC)CN(C)C(=O)c3cc(NC(C)=O)ccc3OC[C@@H]2C)cc1	0.9	1.9	-10.6	·	1.1	·	0.0	-6.4[16.7 µM]
COc1ccc(Nc2nc(-c3cccc([N+](=O)[O-])c3)nc3ccccc23)cc1	-24.1	-10.8	4.6	3.6	·	·	-2.2	2.8
O/N=C/c1ccccc1Oc1ccc(Cl)cc1	-11.4	·	·	0.2	12.3	-0.5	·	·
CC(C)NC(=O)N(C)C[C@H]1Oc2c(NC(=O)Nc3cccc4ccccc34)cccc2C(=O)N([C@@H](C)CO)C[C@@H]1C	-11.8	0.1	-9.0	34.7	11.7	-0.2	22.2	-7.2[16.7 µM]
Cc1noc(C)c1S(=O)(=O)N(C)C[C@@H]1Oc2ccc(N(C)C)cc2CC(=O)N([C@@H](C)CO)C[C@H]1C	3.2	-3.6	-2.8	1.5	-0.5	-2.0	0.6	3.7[16.7 µM]
CCOc1ccc(OCc2ccc(C(=O)N(C)c3ccccc3)o2)cc1	-11.5	-33.5	-2.8	-45.6	-36.4	6.4	1.9	-4.9
CCCNC(=O)C[C@H]1C[C@H]2c3cc(NC(=O)C4CCC4)ccc3O[C@H]2[C@@H](CO)O1	1.5	-2.9	-1.4	-1.4	0.6	-0.6	-1.6	-2.2[16.7 µM]
COC(=O)CSc1nc2cc3c(cc2cc1C)OCCO3	-5.9	1.7	·	·	·	·	0.5	5.3
Cc1nn(Cc2ccccc2)c(C)c1C(=O)OCC(=O)c1cc(C)n(CC(F)(F)F)c1C	4.1	-26.7	·	·	·	·	3.3	-8.0
N#C/C(=N\Nc1cccc(C(F)(F)F)c1)C(=O)c1csc(-c2cccnc2)n1	11.8	-2.0	-3.9	5.3	11.7	7.1	·	·
COc1ccc(-c2cnc3c(c2)C(=O)N([C@H](C)CO)C[C@H](C)[C@H](CN(C)S(=O)(=O)c2ccc(C#N)cc2)O3)cc1	12.4	3.8	·	·	3.9	-0.1	-11.2	-18.3[16.7 µM]
COC(=O)c1ccc(CNC(=O)COC(=O)/C=C/c2ccc(OC)c(OC)c2)cc1	4.7	-1.3	2.7	9.8	-1.3	-3.0	-0.7	-5.3
CCCCCc1cc(=O)oc2c(C(CCN3CCN(c4ccccc4)CC3)c3ccc4c(c3)OCO4)c(OC)cc(OC)c12 (configuration not stated)	-0.6	-7.3	12.4	39.7	4.5	2.1	-2.9	32.9
Cc1cc(/C=C(/C#N)c2nc3ccccc3[nH]2)c(C)n1-c1ccccc1C(=O)O	24.4	·	-4.1	0.6	-11.4	21.9	·	·
COc1ccc(C(C)=O)cc1CS(=O)(=O)CC(=O)NCCc1c[nH]c2ccccc12	12.5	-1.4	1.6	23.9	-9.9	0.5	1.5	2.9
COc1ccccc1C(=O)N1C[C@@H]2[C@H](c3ccccc31)[C@@H](CO)N2C(=O)C1CCOCC1	13.9	-1.7	·	4.9	2.0	-0.6	1.3	-20.0[16.7 µM]

Next section:
SMILES	LGR2 antag	PGC1a acetyl inh	FN deposit inh	PAX8 reporter	EWS-Fli block	Casp6 inh	Cneo AK release	miR122 inh
COc1ccc(C)cc1-n1c(-c2ccncc2)n[nH]c1=S	·	1.8	4.3	6.9	·	·	-0.7	1.3
Cc1c(Nc2nc(C(F)(F)F)nc3ccccc23)c(=O)n(-c2ccccc2)n1C	13.2	·	-1.2	6.0	-6.2	-0.2	0.8	-0.7
CSc1nc(N(C)C)c2ccccc2n1	-7.8	·	-17.5	-10.3	-8.1	-0.5	·	·
COc1cccc(NC(=O)COC(=O)COc2ccccc2[N+](=O)[O-])c1	-5.7	·	-3.0	8.4	·	·	-2.8	-2.6
CCCC#Cc1cnc2c(c1)C(=O)N([C@H](C)CO)C[C@H](C)[C@@H](CN(C)S(=O)(=O)c1cn(C)cn1)O2	-27.7	1.3	·	0.0	0.9	1.5	-2.5	42.6[16.7 µM]
CCc1nc2ccc(C(=O)Nc3cccc(NS(C)(=O)=O)c3)cn2c1N(C)Cc1nccn1C	-9.6	-10.1	4.2	7.8	0.6	-8.4	-3.6	-0.7
COCC(=O)N(C)C[C@H]1Oc2cc(-c3cccc(F)c3)ccc2S(=O)(=O)N([C@@H](C)CO)C[C@@H]1C	14.6	56.4	5.3	·	-0.9	0.0	-0.9	-0.5[16.7 µM]
CCc1cc(/C(Cc2ccccn2)=N\Nc2ccccc2)c(O)cc1O	1.4	7.1	-7.1	-4.3	3.4	10.0	·	·
Cc1cc(C)nc(SCC(=O)c2ccc(F)c(C)c2)n1	-22.8	0.7	-2.9	1.7	-21.9	2.4	5.9	-1.0
CCOC(=O)c1c(C)[nH]c(=S)c(C#N)c1-c1ccccc1	-2.9	-0.3	-4.2	24.9	·	·	7.7	-7.2
CS(=O)(=O)N1CCC(C(=O)N2CCN(c3ccccc3)CC2)CC1	12.3	-13.9	1.1	-0.3	-29.1	-1.7	·	1.0
Cc1cc2cc(C#N)c(N3CCN(S(C)(=O)=O)CC3)nc2cc1C	8.6	-7.4	3.1	-8.3	-20.4	3.7	0.4	-4.3
Cc1ccc(Cl)c(OCC(=O)N(C)CC(=O)Nc2ccc(N3CCOCC3)cc2)c1	3.3	·	-9.2	-15.1	3.0	2.5	2.1	·
NNC(=O)COc1ccc2oc3c(c2c1)CCCC3	3.6	7.4	5.9	-6.4	3.2	-0.2	-7.7	3.6
Cc1nc2c(o1)CCc1ccccc1C2N1CCN(C)CC1 (configuration not stated)	-6.2&0.7&-8.0	-4.0&10.5	-3.8&1.4	0.2&-2.5	3.7&-0.8&-12.4	2.9&9.2&-0.1	1.6	-8.6&-0.1
S=c1[nH]nc(-c2cccc(Cl)c2)n1CCN1CCCCC1	-8.6	12.2	-0.7	4.9	·	·	3.7	-4.1
CCCCC(=O)OCC(=O)c1[nH]c(C)c(C(=O)OCC)c1C	-58.8	6.3	·	·	-4.3	-1.2	-1.8	-43.2
CCCCn1c(N)c(N(CC(C)C)C(=O)CC2CCCCC2)c(=O)[nH]c1=O	-6.6	·	-1.3	8.0	1.5	0.9	·	·
Cc1c(NC(=O)CSc2ccc(Cl)cc2)cccc1-c1nc2ncccc2o1	15.4	4.0	·	·	·	-1.2	0.2	0.6
CCC1Sc2ccc(S(=O)(=O)Nc3ccc(OC)cc3)cc2NC1=O (configuration not stated)	-3.5	·	-8.2	-2.7	6.9	9.0	1.5	·
O=C(NCc1ccccc1)c1nc[nH]c1C(=O)NCc1ccccc1	10.6	-14.1	·	1.3	0.1	2.1	0.1	5.1
CCN(CC(=O)NCc1cccs1)C(=O)c1cccc(S(=O)(=O)Nc2cccc(C)c2)c1	-17.9	3.5	-4.5	9.9	4.4	2.1	0.0	?
CC(=O)OCc1ccc(C2=CC(=O)CC(C)(C)C2=O)cc1	-4.8	·	-3.2	3.5	-9.9	1.0	-1.6	-2.5
O=c1oc(-c2cccc(Cl)c2)nc2c1cnn2-c1ccccc1	1.7	-7.2	2.1	·	·	·	-6.9	-2.6
C[C@@H]1CN([C@@H](C)CO)C(=O)c2ccccc2-c2ccccc2CO[C@@H]1CN(C)C(=O)Nc1ccc(-c2ccccc2)cc1	-14.6	-25.2	6.4	-20.2	-4.1	-2.6	·	·

(cont.)
SMILES	LGR2 antag	PGC1a acetyl inh	FN deposit inh	PAX8 reporter	EWS-Fli block	Casp6 inh	Cneo AK release	miR122 inh
N#C/C(=C\c1ccc(-c2cccc([N+](=O)[O-])c2)o1)C(=O)NCCN1CCOCC1	4.4	·	·	-9.3	-2.8	0.3	·	·
C[C@H]1CN([C@@H](C)CO)C(=O)c2cc(-c3ccc(C#N)cc3)cnc2O[C@H]1CN(C)Cc1ccccn1	-3.6	-7.0	-5.4	·	-10.6	-1.5	-1.4	-8.3[16.7 µM]
COc1ccccc1NC(=O)Cn1nnc2sc3c(c2c1=O)CC(C)(C)OC3	-1.1	2.2	-7.8	9.6	4.0	-2.2	1.6	-3.0
Fc1ccccc1N1CCN(C2CCCN(Cc3cccc(C(F)(F)F)c3)C2)CC1 (configuration not stated)	-6.2	·	-6.8	24.7	19.0	-0.1	-0.7	-0.5
O=C(Nc1ccc(S(=O)(=O)Nc2ccccc2)cc1)C1COc2ccccc2O1 (configuration not stated)	·	-6.3	-0.7	·	·	·	3.4	2.1
COc1cccc(/C=C2\SC(=S)N(CCCC(=O)NC3=NCCS3)C2=O)c1	-2.6	-5.2	-1.8	·	·	3.7	-0.3	·
CC(=O)N(C)C[C@@H]1Oc2cc(C#C[C@@H](C)O)ccc2S(=O)(=O)N([C@H](C)CO)C[C@H]1C	4.0	4.7	·	13.4	-9.6	1.1	12.2	-7.7[16.7 µM]
Cc1nc(N)c(Br)c(C)c1Br	19.6	·	-2.6	7.4	-8.4	·	·	·
Fc1ccc(-n2c(CN3CCCCC3)n[nH]c2=S)cc1	11.0	10.1	8.3	-8.4	-34.7	1.4	·	·
O=C(CC1(O)C(=O)N(Cc2ccccc2)c2ccccc21)c1ccc2c(c1)OCO2 (configuration not stated)	·	-9.4	5.6	·	·	·	1.9	13.0
Cc1cc2ncn(C(=O)N3CCCCC3)c2cc1C	-7.2	-9.8	·	·	-21.3	-0.1	2.3	-4.9
